Bioassay records from PubChem BioAssay.
HEK293 tox: qHTS of GLP-1 Receptor Inverse Agonists: Cytotox Screen; 410,000 compounds, 0.13% hits; HEK293 cAMP-luciferase reporter cells, luminescence, 24 h; Potency, µM (titrated, usually from 38.3 µM), for the others: top-dose activity change, negative = inhibition, most hits filed as inhibitors;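 further: loss of luciferase light is scored as toxicity; potency means the concentration at half of the fitted maximal effect; on the % scale 0 is the no-effect control and ±100 the full control effect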
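Luminescence readout: signal drop marks cytotoxicity. Plated cells grew 12 h at 37 °C, 5% CO2, received 23 nL compound for 24 h, then got luciferase reagent, read after 12 min at RT.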
HT1080 IDH1KD tx: qHTS for induction of synthetic lethality in tumor cells producing 2HG: qHTS for the HT-1080-IDH1KD cell line. Potency, µM (top dose mostly 46.1 µM), for inactives: at the top dose activity, negative = toxicity, most hits filed as cytotoxic. 360,000 compounds, 2% hits. AID 686971, 2013. HT-1080 IDH1 knockdown viability, ATP luminescence, 48 h;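 further: potency means the concentration at half of the fitted maximal effect; 0% = DMSO wells and -100% = cell-free medium wells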
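After a 2 h attachment period, IDH1KD HT-1080 cells took pin-transferred compound for 48 h at 37 °C; ATP-based luminescence after 10 min room-temperature reagent incubation reported viability.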
DRD3 agonist: qHTS of D3 Dopamine Receptor Agonist: qHTS; D(3) dopamine receptor (Homo sapiens), P35462; D3R DiscoveRx beta-arrestin cells, luminescence, 90 min; max activation, %; 410,000 compounds, 0.58% hits; AID 652048, 2013; in the data active means max activation above about 30%; further: 0% is about no effect; mostly tested at two doses, the higher about 12 µM
Target sequence (P35462 whole entry, looked up): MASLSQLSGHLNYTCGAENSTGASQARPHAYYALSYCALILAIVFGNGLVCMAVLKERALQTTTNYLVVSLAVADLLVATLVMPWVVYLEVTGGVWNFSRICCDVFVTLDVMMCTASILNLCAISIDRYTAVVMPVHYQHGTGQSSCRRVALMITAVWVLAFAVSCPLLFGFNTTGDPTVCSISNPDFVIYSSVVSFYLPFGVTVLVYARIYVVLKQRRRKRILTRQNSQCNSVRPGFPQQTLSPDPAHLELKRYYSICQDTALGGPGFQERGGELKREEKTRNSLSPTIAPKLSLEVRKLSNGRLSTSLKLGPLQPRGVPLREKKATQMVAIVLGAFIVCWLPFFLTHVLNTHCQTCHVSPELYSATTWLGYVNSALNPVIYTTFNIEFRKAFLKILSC
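Agonist mode: compounds and dopamine controls were applied to plated cells for 90 min at 37 degrees C after an overnight attachment at 1500 cells/well. Luminescent read-out followed 30 - 60 minutes at room temperature with DiscoveRx detection reagent.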
SW480 rerep: A quantitative high throughput screen for small molecules that induce DNA re-replication in SW480 colon adenocarcinoma cells | SW480 DNA re-replication, Hoechst DNA content imaging, 48 h | 340,000 compounds, 1.8% hits | Potency, µM (top dose mostly 46.1 µM), without a hit: at the top dose re-replication activation, most hits filed as activators; further: potency means the concentration at half of the fitted maximal effect; % of control where 0% means no effect; nearly all actives have a fitted effect of over 55% in size
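First, 250 cells per well were seeded. Next, compound or vehicle (23 nL) was pinned in, plates sat 48 hr at 37 C. Finally Hoechst was added for 40 min before fluorescence scanning.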
IL1B secr inh: qHTS for Inhibitors of Inflammasome Signaling: IL-1-beta AlphaLISA Primary Screen; THP-1 LPS/ATP IL-1B secretion, AlphaLISA, 16 h; stronger effect = lower value; activity change, % at 57.5 µM; 360,000 compounds, 4.7% hits; in the data active means activity change below about -50%; inconclusive means mostly about -30% to -49%; further: on the % scale 0 is the no-effect control and ±100 the full control effect
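Secreted IL-1B measured by AlphaLISA bead assay after 16 h compound exposure of THP-1 cells; compounds (final up to 57.5 uM) added 1 h before LPS (250 ng/mL) and ATP (1.25 mM) stimulation; lower signal means less secretion.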
MCF10A rerep: A quantitative high throughput screen for small molecules that induce DNA re-replication in MCF 10a normal breast cells; MCF 10A DNA re-replication, Hoechst nuclear intensity, 48 h; Potency, µM (doses to about 46.1 µM), inactives show at the highest dose activity, positive = re-replication, actives largely listed as activators; 350,000 compounds, 2.9% hits; AID 624296, 2012; further: potency means the concentration at half of the fitted maximal effect; % of control where 0% means no effect; nearly all actives have a fitted effect of over 50% in size
KB-3-1 cytotox: qHTS assay for MDR1-selective chemotherapeutics: Primary screen using the parental adenocarcinoma cell KB-3-1. Potency, µM (highest dose often 46.1 µM), without a hit: at the top dose activity change, negative = cytotoxic, hits mostly cytotoxic. 400,000 compounds, 1.4% hits. KB-3-1 viability, CellTiter-Glo ATP luminescence, 72 h. AID 1347075, 2019; further: potency means the concentration at half of the fitted maximal effect; on the % scale 0 is the no-effect control and ±100 the full control effect; nearly all actives have a fitted effect of over 60% in size
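Parental KB-3-1 adenocarcinoma cells in phenol-red-free DMEM with 10% FBS were pin-treated with compounds at several concentrations, incubated 72 h at 37 °C, and viability read by CellTiter-Glo luminescence; concentration-effect curves were fitted after normalization.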
KB-V1 MDR tox: qHTS assay for MDR1-selective chemotherapeutics: Primary screen using the drug-selected MDR subline cells KB-V1. KB-V1 MDR cells viability, CellTiter-Glo, 72 h. Potency, µM (doses to about 46.1 µM), for the others: at the top dose activity change, negative = cytotoxicity, hits mostly cytotoxic. 400,000 compounds, 3.4% hits. AID 1347076, 2019; further: potency means the concentration at half of the fitted maximal effect; on the % scale 0 is the no-effect control and ±100 the full control effect; nearly all actives have a fitted effect of over 60% in size
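Readout: CellTiter-Glo luminescence, 10 min after addition. Cells: KB-V1 MDR subline, 72 h at 37 degrees C with compound. Analysis: corrected, normalized data fitted to concentration-effect curves.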
HT1080-NT tox: qHTS for induction of synthetic lethality in tumor cells producing 2HG: qHTS for the HT-1080-NT fibrosarcoma cell line | AID 686970, 2013 | HT-1080-NT fibrosarcoma viability, CellTiter-Glo ATP luminescence, 48 h | 360,000 compounds, 1.6% hits | Potency, µM (series often up to 46.1 µM), for inactives: top-dose activity, negative = less viability, most hits filed as cytotoxic;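 further: NT is the 2HG producing partner of a matched IDH1 knockdown line; potency means the concentration at half of the fitted maximal effect; 0% = DMSO-treated cells and -100% = media-only wells without cells; nearly all actives have a fitted effect of over 55% in size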
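750 cells/well, RPMI + 5% FBS; 2 h settle, compound pin-transfer, 48 h at 37 degrees C. CellTiter-Glo 10 min RT, luminescence. Normalized to DMSO and media-only wells.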
Active calls of the source: *; ? = inconclusive; . = no result given; & = joins results of further samples; [ ] = remark or other dose. Unless noted, the call rests on the fitted dose curve; in most records, active means well fitted curve in the direction sought with a large enough effect; inconclusive means small, poorly fitted or top-dose-only effect, or another doubt; inactive means no such curve, though single readings can be large; an effect the other way counts as inactive or inconclusive.

structure | HEK293 tox | HT1080 IDH1KD tx | DRD3 agonist | SW480 rerep | IL1B secr inh | MCF10A rerep | KB-3-1 cytotox | KB-V1 MDR tox | HT1080-NT tox
Cc1ccc(S(=O)(=O)Nc2cccc(C(=O)NCCCn3ccnc3)c2)cc1F | 1.9% | -0.5% | 0.5 | 3.3% | 18.0 | 12.5% | 20.3% | -1.7% | -1.4%
COc1ccccc1-n1c(SCC(=O)NC2CCS(=O)(=O)C2)nc2ccccc2c1=O (stereo not drawn) | -3.9% | 0.9% | -0.8 | 0.8% | -11.1 | 3.8% | 2.5% | ? | 1.8%
CCCCCCN1CCN(C2CN(Cc3cn(CCCCCC)nn3)S(=O)(=O)C2)CC1 (stereo not drawn) | 4.1% | -24.1% | -11.1 | . | -17.7 | . | -22.6% | -17.4% | -28.1%
CCCCNC(=S)NC(=O)c1ccc(Cl)cc1Cl | -6.2% | -0.6% | -18.4 | -2.7% | 5.3 | 1.5% | -4.0% | 12.5% | 0.6%
Cc1cc(Cl)ccc1OCC(=O)N/N=C/c1ccc(OC2OC(CO)C(O)C(O)C2O)cc1 (stereo not drawn) | -16.5% | -15.5% | -8.5 | -7.5% | -12.9 | -0.6% | -2.7% | 2.3% | -13.7%
CC(=O)c1ccc(NS(=O)(=O)c2ccc3[nH]c(=O)[nH]c3c2)cc1 | 16.9% | . | 2.2 | . | . | . | 15.2% | -3.5% | .
COc1ccc(CNC(=O)CCC(=O)c2ccccc2)cc1 | 0.0% | -4.3% | 5.5 | -4.4% | 36.9 | -2.2% | 2.4% | 7.4% | 3.6%
Cc1oc(-c2cccs2)nc1CS(=O)CC(=O)NC1CCCCCC1 (stereo not drawn) | 0.1% | 0.6% | -3.8 | -3.1% | -19.8 | ? | 6.9% | 20.4% | -0.3%
Cn1c(C=O)c(-c2ccc3c(c2)OCCO3)c2ccccc21 | 0.0% | -0.6% | 16.1 | 4.2% | -8.4 | 16.4µM* | -1.8% | 1.9% | -9.8%
COc1ccccc1N1CCN(C(=O)C2C3C=CC4(CN(Cc5ccccc5Cl)C(=O)C24)O3)CC1 (stereo not drawn) | 10.2% | -14.1% | 9.2 | -8.1% | 0.0 | 1.1% | 1.1% | 10.1% | -1.6%[9.24 µM]
CC1CCCC(NC(=O)CN(C)S(=O)(=O)c2cnc[nH]2)C1C (stereo not drawn) | -0.2% | 0.3% | -2.5 | -15.7% | -13.4 | -7.7% | 2.8% | -13.7% | 5.5%
O=C(COC(=O)/C=C/c1nc2ccccc2s1)Nc1ccccc1Oc1ccccc1 | 16.5% | -1.2% | 2.4 | -0.5% | -2.2 | 14.6% | 9.3% | -0.3% | -0.7%
CCc1n[nH]c2c1/C(=N/O)CCC2 | -1.8% | 19.0% | 5.5 | 1.2% | -1.4 | -2.7% | 27.5% | 27.7% | 10.3%
O=C(Nc1cccc(F)c1)c1ccco1 | -1.9% | 3.6% | 8.4 | -5.3% | 10.6 | ? | -1.5% | 22.1% | 5.6%
CCOC(=O)C1(C)CCCCCN1C(=O)/C=C/c1ccccc1 (stereo not drawn) | 6.4% | 18.6% | 2.5 | . | 21.3 | . | 0.0% | -1.2% | 22.7%
Cc1ccc(Oc2ccccc2)c(NC=O)c1 | 6.8% | -19.3% | -6.0 | -4.9% | 13.6 | 1.4% | -1.1% | 27.7% | 8.4%
CCOn1c(=O)c(-c2cccs2)[n+]([O-])c2ccccc21 | 7.7% | 0.0% | -17.8 | -4.5% | ? | 1.7% | -18.8% | -12.6% | -1.0%
O=C(Cc1coc2ccc3ccccc3c12)N1CCN(c2ncccn2)CC1 | 3.9% | -0.8% | 3.9 | 0.0% | -23.3 | 16.3% | -14.6% | -17.6% | -8.1%
Cc1ccc([C@@H]2C[C@H]3[C@@H](CN2S(=O)(=O)c2ccc(Cl)cc2)C(=O)C[C@@H](c2ccccc2)N3S(=O)(=O)c2ccc(C)cc2)cc1 | 1.2% | -8.0% | -1.5 | . | 10.4 | . | 3.8% | ? | 2.7%
O=C(Nc1cccc(C(F)(F)F)c1)c1cc[n+]([O-])cc1 | -2.4% | 4.9% | 2.9 | 0.4% | 2.3 | 2.1% | -14.2% | ? | 3.2%
COc1ccc(S(=O)(=O)Nc2cccc3c2O[C@H](CN(C)Cc2ccc(C(=O)O)cc2)[C@@H](C)CN([C@H](C)CO)C3=O)cc1 | -2.6% | 15.1% | 15.4 | 0.1% | 18.0 | -0.3% | 0.0% | 0.0% | 11.3%
Cc1ccc(CCNC(=O)c2cccc(Nc3nc4ccccc4nc3-n3nc(C)cc3C)c2)cc1 | 7.9% | . | -2.9 | . | . | . | 2.5% | 12.4% | .
O=C1OCCC1Sc1nnnn1-c1ccccc1 (stereo not drawn) | -6.7% | 10.2% | -9.2 | 0.8% | 13.4 | 2.5% | -4.9% | 5.5% | 10.8%
Cc1cccc(OC(C)C(=O)Nc2ccc3c(c2)OCCO3)c1 (stereo not drawn) | 2.7% | 8.5% | 13.4 | -5.6% | -4.4 | -1.9% | -0.7% | 25.8% | 0.9%
CC(=O)c1c(C)[nH]c(C(=O)NNC(=O)COc2cc(C)cc(C)c2)c1C | -16.2% | 3.0% | 10.6 | -10.4% | 14.5 | 1.1% | -8.4% | 18.4% | 6.1%
CCC(C)NC(=O)COC(=O)c1ccccc1OCC(=O)Nc1ccc(Br)cc1 (stereo not drawn) | -1.9% | 25.1% | -4.2 | -37.0%[inhibitor] | 0.8 | 0.2% | -23.4%&0.0% | ? | ?
O=C(Cn1ncc(Cl)c(Cl)c1=O)N1CCN(S(=O)(=O)c2ccc3ccccc3c2)CC1 | ? | 3.66µM* | -8.8 | ? | -102.7* | ? | 16.4µM* | -20.8% | 2.59µM*
COc1ccc(OCC(=O)NCCS(=O)(=O)N2CCN(c3ccc(F)cc3)CC2)cc1 | -14.5% | -0.3% | -3.9 | -29.5% | -8.3 | 0.2% | -4.1% | -5.7% | -1.6%
O=C1CCCc2cc3c(cc21)CC1(C3)Cc2cc3c(cc2C1)C(=O)CCC3 | -30.1% | ? | 9.1 | 5.8µM* | 0.0 | 3.26µM* | 6.51µM* | 7.2% | ?
CN(CC(=O)Nc1ccc(F)cc1)C(=O)COC(=O)c1cc([N+](=O)[O-])ccc1N1CCOCC1 | -28.5% | -11.0% | 5.4 | ? | -11.8 | -2.2% | -14.7% | -1.9% | -11.8%
Cc1nc2cc(-c3ccccc3)nn2c(C)c1CCC(=O)NC(C)c1ccc2c(c1)OCCO2 (stereo not drawn) | 7.4% | -2.2% | -0.9 | -1.9% | 9.1 | 2.9% | -20.6% | -16.2% | -5.7%
COc1ccc(F)cc1NC(=O)C1CCN(c2nc(-c3ccc(OC)c(OC)c3)no2)CC1 | -14.2% | . | 5.9 | . | . | . | -14.1% | 11.3% | .
CCOC(=O)c1c(C)[nH]c(C(=O)OCC(=O)NC(C)C)c1C | -17.8% | -6.7% | -5.3 | -5.9% | -5.8 | 0.0% | 1.6% | 23.1µM* | -0.2%
CCc1nnc(NC(=O)COC(=O)c2cc(OC)cc(OC)c2)s1 | 9.2% | 23.1% | -0.8 | -1.6% | 35.8 | -1.8% | 12.0% | -16.1% | 7.4%
COC(=O)C1=C(CSCc2ccco2)NC(=O)NC1c1cc(C)ccc1C (stereo not drawn) | -5.2% | -3.8% | 3.6 | -3.0% | -2.5 | 6.3% | -21.6% | -10.4% | -14.9%
COc1cc2c(cc1OC)C(c1cccs1)CC(=O)N2 (stereo not drawn) | -8.1% | -10.8% | -7.1 | -10.5% | -17.2 | -1.3% | -5.1% | -9.7% | -8.5%
CN1CCN(/N=C/c2nc(-c3ccccc3)n3ccccc23)CC1 | 5.2% | 8.5% | -3.4 | 2.1% | -18.4 | 7.2% | 13.3% | 6.3% | 7.9%
Cc1ccc(-n2cnc3c(sc4nccc(N(C)C)c43)c2=O)cc1 | -2.7% | 1.4%[9.24 µM] | 0.6 | -7.4% | -11.4 | 9.6% | -6.2% | ? | -11.0%
Cc1ccc(NS(=O)(=O)c2cc(C(=O)NCCCN(C)C)ccc2Cl)cc1Cl | -6.5% | -0.7% | -6.4 | ? | -0.9 | ? | -12.3% | 11.9% | -7.4%
O=C(Nc1ccc2c(c1)OCO2)Nc1ccc2c(c1)OCO2 | 1.3% | -19.6% | -17.2 | -14.9% | -29.0 | -6.7% | -6.6% | -14.6% | -11.1%

Part of the list above, limited to MCF10A rerep:
SMILES	MCF10A rerep
CN1CCN(/N=C/c2nc(-c3ccccc3)n3ccccc23)CC1	7.2%
Cc1ccc(-n2cnc3c(sc4nccc(N(C)C)c43)c2=O)cc1	9.6%
